Source: PubChem (several laboratories)
Cdc42 wt GTP: human Cdc42 wildtype GTP binding change, either direction. P60953. GST-Cdc42 beads, Bodipy-GTP binding, flow cytometry; actives lie on both sides. percent activity (GTP binding), % at 10 µM. hit rate 0.2% among 190,000;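 active means percent activity GTP binding at least 20 points away from the 100% baseline, either down as inhibitor or up as activator; inconclusive means compound flagged as likely green fluorescent from well-wide comparison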;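 further: median bead fluorescence of bound Bodipy-FL-GTP at 100 nM; 0% = excess unlabeled GTP control and 100% = no compound control; below 100% means less GTP binding so inhibitor and above means activator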
Target sequence (P60953 whole entry, looked up): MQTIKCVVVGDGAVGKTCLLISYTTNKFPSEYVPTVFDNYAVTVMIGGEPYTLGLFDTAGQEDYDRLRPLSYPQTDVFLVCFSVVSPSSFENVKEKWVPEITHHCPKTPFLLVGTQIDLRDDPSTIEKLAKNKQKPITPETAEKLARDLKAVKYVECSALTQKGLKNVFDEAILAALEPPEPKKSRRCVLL
Avidin bead fluor: compound fluoresces at 488/530 nm on avidin beads | hit rate 0.38% among 220,000 | fluorescence (KMESF) at 10 µM | AID 1775 | compound fluorescence 488/530 nm, flow cytometry; hits give high values; in the data active means fluorescence above about 47; further: inactives centre near 10
Rac1 wt GTP bind: alters GTP binding to wildtype human Rac1. GTP binding activity (% of control), % at 10 µM. P63000. hit rate 0.27% among 190,000. GST-Rac1 beads, fluorescent GTP binding, flow cytometry; actives lie on both sides; 0 = cold GTP competed, 100 = untreated;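 active means GTP binding activity at least 20 points away from the 100% control level, either lower or higher; inconclusive means compound flagged as likely green fluorescent, judged across all proteins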
GSH fluor: GSH bead compound fluorescence profile. GSH beads flow cytometry, compound fluorescence 488/530 nm; hits give high values. fluorescence (KMESF) at 10 µM. hit rate 0.25% among 190,000. AID 1776; in the data active means fluorescence above about 89;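 further: glutathione beads carrying GST-tagged Bcl family fusion proteins plus one bare bead set; values are compound well signal with DMSO vehicle wells as background; inactives centre near 16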
Rab7 wt modul: alters GTP binding to wildtype dog Rab7. GST-Rab7 beads, fluorescent GTP binding, flow cytometry; actives lie on both sides; untreated = 100%, excess cold GTP = 0%. GTP binding activity (percent of control), % at 10 µM. hit rate 0.055% among 190,000. AID 758;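 active means fluorescent GTP binding to Rab7 beads changed by at least 20 points from the 100% baseline, either direction, mostly lower; inconclusive means compound itself probably fluorescent, or too few beads counted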;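 further: median green fluorescence of bound Bodipy-FL-GTP per Rab7 bead population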
ABCB1 inh: human ABCB1 inhibition, ABCG2 as counter-screen; P08183; CCRF-Adr cells, JC-1 efflux, flow cytometry; inhibition, % at 6.6 µM; hit rate 0.067% among 190,000; in the data active means inhibition above about 40%;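 further: 0% = vehicle and 100% = reference inhibitor; higher value means more JC-1 retained so stronger ABCB1 efflux block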
Pf gamet viab: P. falciparum stage V gametocyte viability inhibition. P. falciparum stage V gametocytes, ATP luminescence, 24 h. inhibition, % at 10.9 µM. hit rate 0.065% among 150,000. AID 743093;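 active means inhibition above the mean plus 3 SD of compounds within the control limits, set per campaign, cut at about 38% in these data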;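 further: 0% = DMSO wells and 100% = medium only without gametocytes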
ABCG2 block: inhibitors of human ABCG2 transporter, ABCB1 counter-screen | IgMXP3 cells, JC-1 efflux, flow cytometry | inhibition, % at 6.6 µM | hit rate 0.1% among 190,000;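 active means inhibition above 80%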;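 further: 0% = DMSO and 100% = nicardipine control wells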
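Read-out basis: Efflux inhibition in percent versus controls | Test system: ABCG2 IgMXP3 and barcoded ABCB1 CCRF-Adr cell mix | Quantity: 3 million cells/mL in well | Schedule: 10 min at 25 °C | Control set: Nicardipine as high control, DMSO as low control | Reagent: JC-1 as fluorescent efflux pump substrate | Signal: Flow cytometry of retained JC-1 fluorescence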
Rab2A wt mod: changes GTP binding to wildtype dog Rab2A, up or down; P61105; GST-Rab2 wt beads, Bodipy-GTP binding, flow cytometry; GTP binding activity, % at 10 µM; hit rate 0.19% among 190,000;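 active means GTP binding activity at least 20 points away from 100%, either lowered or raised; inconclusive means signal likely due to the compound's own green fluorescence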;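 further: 0% = beads with excess unlabeled GTP and 100% = no-compound control corrected for plate trend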
Rac1 mut GTP: modulators of GTP binding to human Rac1 activated mutant; GST-Rac1 activated beads, fluorescent GTP binding, flow cytometry; actives lie on both sides; 100% means binding = to untreated wells; P63000; hit rate 0.11% among 190,000; percent activity (GTP binding), % at 10 µM;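 active means GTP binding at least 20 percentage points away from the 100% baseline, in either direction, so actives lie on both sides; inconclusive means Compound likely fluorescent itself, or too few beads counted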
HRas wt GTP bind: modulators of GTP binding to human HRas wildtype. P01112. GST-Ras wt beads, Bodipy-FL-GTP binding, flow cytometry; actives lie on both sides. GTP binding activity, % at 10 µM. hit rate 0.14% among 190,000. AID 759;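 active means GTP binding activity at least 20% away from the 100% baseline, either lowered as inhibitor or raised as activator; inconclusive means flagged as likely green fluorescent, judged across all proteins in the well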;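 further: 0% = unlabeled GTP competition control and 100% = no-compound control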
Target sequence (P01112 whole entry, looked up): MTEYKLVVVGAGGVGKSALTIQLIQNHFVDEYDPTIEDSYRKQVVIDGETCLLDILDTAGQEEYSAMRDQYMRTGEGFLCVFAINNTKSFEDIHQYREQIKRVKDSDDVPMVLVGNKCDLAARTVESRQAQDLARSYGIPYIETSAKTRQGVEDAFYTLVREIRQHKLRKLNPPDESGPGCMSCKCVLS
* marks the source's active call; other numbers are inactive results; ? = inconclusive; . = no result given. Rows are unselected; overall some 1.1% were active at least once.

nr	canonical_smiles	Cdc42 wt GTP	Avidin bead fluor	Rac1 wt GTP bind	GSH fluor	Rab7 wt modul	ABCB1 inh	Pf gamet viab	ABCG2 block	Rab2A wt mod	Rac1 mut GTP	HRas wt GTP bind
1	COC(=O)c1cccnc1-n1c(=O)c2cccnc2n(Cc2ccc([N+](=O)[O-])cc2)c1=O	96	13	100	15	94	4.5	9	7	94	93	95
2	OC(CN1CCCCC1)Cn1c(C(F)(F)F)nc2ccccc21 (stereo not given)	100	40	102	17	99	0.5	-26	2	99	101	99
3	COc1cc(NC(=O)c2ccc(C(C)(C)C)cc2)c(OC)cc1NC(=O)CN1CCCCC1	97	12	101	21	97	2.1	19	9	97	96	95
4	CC1CCc2c(sc3nc(CSc4ncn[nH]4)[nH]c(=O)c23)C1 (stereo not given)	100	13	100	10	96	0.2	15	9	95	98	96
5	CN1CC[n+]2cnc3ccccc3c21	104	8	103	16	102	0.4	-27	2	103	100	103
6	O=C1NCC(O)=C1C=NCCO	103	12	102	34	101	-0.2	.	-2	101	99	102
7	COC(=O)Cn1c(CN2CCOCC2)nc2c1c(=O)[nH]c(=O)n2C	102	6	102	20	102	0.3	.	1	101	98	103
8	COc1ccc(S(=O)(=O)N2CCN(c3cc(-c4ccccc4)nc4ncnn34)CC2)cc1	100	20	103	11	100	8.0	.	8	99	96	99
9	Cc1c(CNC(=O)c2c([N+](=O)[O-])cnn2C)cnn1C	100	3	101	11	97	1.3	-14	4	97	96	97
10	COc1ccc(C(=O)NC(=S)NNC(=O)c2cnccn2)cc1	101	13	103	12	100	-0.6	.	-2	98	100	99

Of the compounds above, two contain a nitro group on carbon:
nr	canonical_smiles	Cdc42 wt GTP	Avidin bead fluor	Rac1 wt GTP bind	GSH fluor	Rab7 wt modul	ABCB1 inh	Pf gamet viab	ABCG2 block	Rab2A wt mod	Rac1 mut GTP	HRas wt GTP bind
1	COC(=O)c1cccnc1-n1c(=O)c2cccnc2n(Cc2ccc([N+](=O)[O-])cc2)c1=O	96	13	100	15	94	4.5	9	7	94	93	95
9	Cc1c(CNC(=O)c2c([N+](=O)[O-])cnn2C)cnn1C	100	3	101	11	97	1.3	-14	4	97	96	97

Later entries
nr	canonical_smiles	Cdc42 wt GTP	Avidin bead fluor	Rac1 wt GTP bind	GSH fluor	Rab7 wt modul	ABCB1 inh	Pf gamet viab	ABCG2 block	Rab2A wt mod	Rac1 mut GTP	HRas wt GTP bind
11	CC(C)(C)NC(=O)/C(=C/c1ccccc1F)NC(=O)c1ccc([N+](=O)[O-])cc1	97	22	95	9	105	0.5	-25	1	99	95	98
12	CC(=O)c1ccc(OCC(C)C)c(CC(C(N)=O)C(N)=O)c1	101	13	100	10	97	0.6	-4	3	98	98	100
13	COc1ccc(C(=O)Nc2cc(Cl)ccc2Cl)c(OC)n1	?	9	?	30	?	0.4	.	5	?	?	?
14	COC(=O)c1cc(C(=O)Nc2cc(C)ccn2)cc([N+](=O)[O-])c1	98	20	95	10	101	1.1	.	10	98	91	101
15	CC(=O)Nc1sc(C)c(C)c1C(=O)OCC(=O)N(CC(C)C)C1CCS(=O)(=O)C1 (stereo not given)	101	15	101	22	94	-2.6	.	8	99	95	99
16	COc1ccc(-c2ccc(=O)n(CC(=O)Nc3ccc4c(c3)OCCO4)n2)cc1	94	8	97	15	95	1.6	12	6	95	93	95
17	COc1cccc(-c2cc(C(=O)N3CCc4ccccc4C3)no2)c1	97	11	99	24	96	0.6	.	9	96	94	94
18	CCCC(=O)N1CCN(c2ccc([N+](=O)[O-])c(NC(C)c3ccccc3)c2)CC1 (stereo not given)	?	7	?	22	?	4.4	8	13	?	?	?
19	O=C(CC(=O)N/N=C\c1cccc(Cl)c1Cl)NCc1ccccc1	92	13	96	5	97	0.2	18	0	94	93	97
20	Cc1ccccc1-c1nnn(CC(=O)Nc2cccc(S(N)(=O)=O)c2)n1	98	7	100	12	108	-2.9	-6	0	103	102	101

Following part
nr	canonical_smiles	Cdc42 wt GTP	Avidin bead fluor	Rac1 wt GTP bind	GSH fluor	Rab7 wt modul	ABCB1 inh	Pf gamet viab	ABCG2 block	Rab2A wt mod	Rac1 mut GTP	HRas wt GTP bind
21	CC(C)(C)C(=O)Nc1ccccc1C(=O)OCC(=O)c1ccc2c(c1)OCCO2	99	3	101	10	99	1.9	-21	7	101	96	99
22	Cc1nn(C(C)C(=O)NCCCc2ccccc2)c(=O)c2cc3occc3n12 (stereo not given)	100	9	99	25	98	-0.1	.	-1	99	99	96
23	CCc1ccc2c(c1)C1(C(=O)N2)N2CCCC2C(C(=O)c2ccc3ccccc3c2)C12C(=O)Nc1ccccc12 (stereo not given)	98	16	101	20	100	0.6	15	3	100	100	99
24	CCN(CC)c1ccc(N2C(=O)/C(=C/c3cccs3)SC2=S)cc1	104	14	108	36	103	-0.6	.	5	104	100	104
25	O=C1c2ccccc2OC2(C=Cc3ccccc3O2)N1Cc1ccccc1 (stereo not given)	98	14	97	10	94	0.8	.	3	93	96	97
26	CCOC(=O)c1c(C)n(C)c2ccc(OC(=O)c3ccc(N4C(=O)CCC4=O)cc3)cc12	97	15	105	9	99	.	-12	4	99	99	100
27	CCOC(=O)c1ccc(NC(=O)NCc2ccccc2)cc1	96	8	96	17	93	0.3	4	8	93	95	95
28	CCc1ccc(NC(=O)C2CC(=O)N=C(N)S2)cc1 (stereo not given)	97	6	102	27	101	1.3	.	7	100	96	99
29	N#CC1=C(N)C(C#N)(C#N)[C@H](c2ccncc2)[C@H]2CC3(CC=C12)OCCO3	104	7	103	45	95	0.3	32	2	102	98	101
30	O=C(Cc1ccc(Cl)cc1)c1c[nH]c(C(=O)NCc2cccnc2)c1	104	15	100	16	102	0.3	0	1	107	102	104

The listing continues:
nr	canonical_smiles	Cdc42 wt GTP	Avidin bead fluor	Rac1 wt GTP bind	GSH fluor	Rab7 wt modul	ABCB1 inh	Pf gamet viab	ABCG2 block	Rab2A wt mod	Rac1 mut GTP	HRas wt GTP bind
31	O=C1c2ccccc2C(Nc2ccc(Cl)cn2)N1c1ccccn1 (stereo not given)	107	19	105	16	103	0.0	.	0	101	101	102
32	COc1ccc(CN2CCCCC2C)cc1C (stereo not given)	105	12	105	13	105	0.1	.	1	103	102	103
33	Cc1ccc(Cn2nc(C)c(NC(=O)CSc3nc4c(c(C(F)(F)F)n3)CCc3ccccc3-4)c2C)cc1	99	13	99	13	98	0.5	7	3	98	96	99
34	CN(C)CCCNC(NC(=O)c1cccs1)C(Cl)(Cl)Cl (stereo not given)	103	9	104	13	101	-0.6	.	-2	103	101	99
35	O=C(COC(=O)c1cc([N+](=O)[O-])ccc1NCc1ccccc1)NCc1ccccc1Cl	107	2	119	10	106	0.3	-6	6	109	111	110
36	O=c1nc(N/N=C/c2ccco2)cn[nH]1	100	8	102	11	106	0.8	-4	0	106	97	100
37	CCn1c(-c2nn(C)cc2Cl)n[nH]c1=S	100	2	105	5	100	0.1	-2	0	102	100	103
38	CCCCN(Cc1ccccc1)C(=O)CCN1C(=O)C2C3C=CC(C3)C2C1=O (stereo not given)	94	13	99	10	97	3.6	10	5	95	97	98
39	COC(=O)Cn1c(CCS(=O)(=O)c2ccc(C)c(C)c2)nc2ccccc21	101	11	98	15	104	1.3	.	2	101	97	100
40	O=C(O)CCCn1cc(NC(=O)COc2cc(F)ccc2[N+](=O)[O-])cn1	96	23	95	8	107	0.1	17	0	98	96	98

Of the compounds above, three have two or more sulfur atoms:
nr	canonical_smiles	Cdc42 wt GTP	Avidin bead fluor	Rac1 wt GTP bind	GSH fluor	Rab7 wt modul	ABCB1 inh	Pf gamet viab	ABCG2 block	Rab2A wt mod	Rac1 mut GTP	HRas wt GTP bind
4	CC1CCc2c(sc3nc(CSc4ncn[nH]4)[nH]c(=O)c23)C1 (stereo not given)	100	13	100	10	96	0.2	15	9	95	98	96
15	CC(=O)Nc1sc(C)c(C)c1C(=O)OCC(=O)N(CC(C)C)C1CCS(=O)(=O)C1 (stereo not given)	101	15	101	22	94	-2.6	.	8	99	95	99
24	CCN(CC)c1ccc(N2C(=O)/C(=C/c3cccs3)SC2=S)cc1	104	14	108	36	103	-0.6	.	5	104	100	104

The list continues.
nr	canonical_smiles	Cdc42 wt GTP	Avidin bead fluor	Rac1 wt GTP bind	GSH fluor	Rab7 wt modul	ABCB1 inh	Pf gamet viab	ABCG2 block	Rab2A wt mod	Rac1 mut GTP	HRas wt GTP bind
41	CC(=O)Nc1ccc(S(=O)(=O)NNC(=O)c2sc(=S)n(C)c2C)cc1	102	6	102	11	101	-1.3	-11	-23	96	97	97
42	CN(C)c1nnnn1Cc1ccc(Cl)cc1Cl	91	12	95	10	93	0.1	0	1	91	90	92
43	COc1ccc(NC(=S)NCc2cccn2C)cc1	98	9	101	22	93	3.3	0	75	94	95	96
44	Cc1cc(C)nc(SCC(=O)Nc2ccc(S(=O)(=O)Nc3onc(C)c3C)cc2)n1	100	7	103	20	102	0.1	.	0	101	98	101
45	O=C(C1COc2ccccc2O1)N1CCN(c2ccc(F)cc2)CC1 (stereo not given)	99	5	100	25	96	0.2	-4	1	97	98	99
46	Cc1cccc(-c2nnc(SCC#N)n2C)c1	95	11	100	13	107	0.7	.	4	98	94	98
